Bioassay records deposited in PubChem by several laboratories.
NRP1-CendR mod: alters CendR peptide binding to human NRP-1. FAM-RPARPAR peptide binding to NRP-1, fluorescence polarization. 0.85% of 360,000 active. inhibition, % at 25 µM. O14786;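 active means inhibition or corrected inhibition above about 18%, plus a signal ratio from 0.5 to 1.5, limit read from the data, passing the limit was not always enough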; further: strong numbers were not always called active
MT1-MMP act inh: inhibitors of human MT1-MMP activation; HT1080 RFP-PRO-GFP cells, GFP/RFP ratio fluorescence, overnight; percent of plate control window, DMSO zero; P50281; AID 651647; GFP/RFP ratio change, % at 20 µM; 0.061% of 360,000 active;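 active means GFP/RFP ratio change of at least 30% with cell ATP level not reduced by more than half and red fluorescence within 50% of control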; further: strong numbers were not always called active
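Compound: 20 µM single dose, 1% DMSO / System: HT1080 RFP-PRO-GFP cells / Controls: DMSO and RFP-L50D-GFP cell wells / Read-out basis: GFP/RFP fluorescence ratio / Schedule: overnight compound exposure at 37 °C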
MsrA inh: inhibits bovine methionine sulfoxide reductase A. 0.75% of 360,000 active. inhibition, % at 15.5 µM. AID 651718. purified bovine MsrA, absorbance read-out; in the data active means inhibition above about 4.5%;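 further: 0% = vehicle wells with enzyme and 100% = reference inhibitor wells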
MsrA act: bovine methionine sulfoxide reductase A activation; purified bovine MsrA, absorbance read-out; activation, % at 10.6 µM; 0.3% of 360,000 active; in the data active means activation above about 7.5%;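 further: 0% = vehicle and 100% = reference activator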
TbMetRS inhib: blocks T. brucei methionyl-tRNA synthetase activity; purified T. brucei MetRS, ATP depletion, Kinase-Glo luminescence; inhibition, % at 11.9 µM; 0.4% of 360,000 active;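 active means inhibition above a per-plate cutoff of the control wells' mean inhibition plus 3 SD, cut at about 5.5% in these data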;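 further: 0% = DMSO wells median and 100% = median of wells with control inhibitor compound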
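Dosing: 11.9 µM compound single dose, 0.9% DMSO; Assay system: purified T. brucei MetRS enzyme; Measured by: Kinase-Glo luciferase luminescence reporting remaining unconsumed ATP; Schedule: 15 min plus 2 h at 25 °C.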
FAS-TE inh: inhibitors of human fatty acid synthase thioesterase domain | P49327 | inhibition, % at 15 µM | recombinant FAS-TE, OMFH fluorogenic substrate, fluorescence endpoint | AID 602261 | 0.67% of 360,000 active;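 active means compounds whose normalised, plate-corrected inhibition of enzyme fluorescence in the single-dose primary screen is 50% or more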;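 further: 0% = DMSO with enzyme and 100% = substrate without enzyme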
PABP1 MLLE inh: blocks PAM2 peptide binding to the PABP1 MLLE domain; GST-MLLE / FITC-PAM2 fluorescence polarization; P11940; 0.36% of 360,000 active; inhibition, % at 20 µM; in the data active means inhibition above about 35%, passing the limit was not always enough;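 further: plate controls were DMSO wells with GST-MLLE for no effect and wells lacking GST-MLLE protein for full effect; some results filed as inactive read as strong as hits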
E coli Lon inh: E. coli protease La inhibition. inhibition, % at 7.94 µM. 0.42% of 360,000 active. purified E. coli Lon protease, fluorescence polarization. P0A9M0. AID 602123; in the data active means inhibition above about 13%, passing the limit was not always enough;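 further: 0% = enzyme with probe and DMSO and 100% = no enzyme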
Target sequence (P0A9M0 whole entry, looked up): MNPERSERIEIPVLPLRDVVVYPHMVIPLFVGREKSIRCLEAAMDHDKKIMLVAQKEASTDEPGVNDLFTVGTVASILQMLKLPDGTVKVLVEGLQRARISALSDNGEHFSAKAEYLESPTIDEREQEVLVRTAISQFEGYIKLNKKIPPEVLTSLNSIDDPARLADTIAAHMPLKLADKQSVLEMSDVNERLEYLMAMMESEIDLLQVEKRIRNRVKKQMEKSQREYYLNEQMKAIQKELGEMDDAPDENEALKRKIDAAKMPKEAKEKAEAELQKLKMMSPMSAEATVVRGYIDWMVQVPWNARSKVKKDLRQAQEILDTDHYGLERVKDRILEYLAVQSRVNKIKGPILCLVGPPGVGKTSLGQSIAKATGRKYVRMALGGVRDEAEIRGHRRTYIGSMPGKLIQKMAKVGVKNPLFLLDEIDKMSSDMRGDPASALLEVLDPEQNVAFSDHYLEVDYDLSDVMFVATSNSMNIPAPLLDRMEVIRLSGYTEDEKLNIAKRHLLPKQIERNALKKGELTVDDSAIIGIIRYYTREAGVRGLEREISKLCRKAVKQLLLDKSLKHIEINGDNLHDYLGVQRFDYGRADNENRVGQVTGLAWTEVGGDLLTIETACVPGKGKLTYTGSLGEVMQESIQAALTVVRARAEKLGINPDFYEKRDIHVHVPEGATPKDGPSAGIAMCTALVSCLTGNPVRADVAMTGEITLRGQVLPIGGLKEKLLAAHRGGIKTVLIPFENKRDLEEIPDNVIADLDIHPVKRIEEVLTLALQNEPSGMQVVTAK
SKN-1 inh: inhibitors of C. elegans SKN-1 | C. elegans VP596 Pgst-4::GFP/RFP ratio, acrylamide-induced, 24 h | inhibition, % at 21.8 µM | 0.49% of 360,000 active | AID 624304;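 active means interference check ratio from 0.5 to 1.5 plus GFP to RFP signal ratio inhibition reaching or exceeding a fixed threshold, cut at about 30% in these data, passing the limit was not always enough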; further: some compounds called inactive have numbers as strong as hits
Active calls of the source: *; · = no result given.

mol	NRP1-CendR mod	MT1-MMP act inh	MsrA inh	MsrA act	TbMetRS inhib	FAS-TE inh	PABP1 MLLE inh	E coli Lon inh	SKN-1 inh
Cc1ccc(CC(=O)NCc2ccc(F)cc2)cc1	-9	-7	-1.0	-3	0.4	-8	-4	-5	1
COc1ccc(CCN(C)CC(=O)Nc2ccc(F)c(Cl)c2)cc1OC	11	0	-0.5	-2	-0.6	6	7	-1	3
C=CCn1c2ccccc2c(=O)c2cc(C#CC[C@@H](C)O)ccc21	-10	·	0.0	-13	-0.2	2	-4	8	3
CCOC(=O)C(C)Oc1nc(Oc2ccccc2)nc(N(C)C)n1 (stereo not given)	18	2	-0.1	0	-0.8	-4	4	4	5
O=C(OCc1ccccc1)c1ccc(Br)o1	5	-4	0.2	-5	-1.0	0	-7	-6	-2
CC1(C)CC(n2c(=S)[nH]c3ccccc3c2=O)CCO1 (stereo not given)	-17	3	0.1	0	-0.6	-3	-51	-3	11
Cc1cccn2c(=O)c(/C=C(\C#N)S(=O)(=O)c3ccccc3)c(Oc3ccc(Cl)cc3)nc12	-4	-11	0.4	1	0.3	17	1	-5	4
Cc1ccc(C2=NS(=O)(=O)N(C)C(C(=O)NCc3cccs3)=C2)cc1	2	5	3.5	-3	1.0	9	-2	-4	-10
CC1(C)CC(=O)C2=C(C1)OC(/N=C/N1CCOCC1)=C(C#N)C2c1ccccc1 (stereo not given)	-9	1	1.4	-1	-0.2	-8	-5	1	-12
CCOC(=O)CSc1nnc(-c2cccc(Cl)c2)n1CC	-5	1	0.0	-3	0.0	-2	12	9	-1
COc1cc(/C=C(\C#N)C(=O)NCC2CCCO2)ccc1OCCC(C)C (stereo not given)	5	-6	-0.1	-2	0.6	0	5	-2	10
N#Cc1ccc(-c2nc3c4ccccc4ccn3c2Cc2cccc(Cl)c2)cc1	-15	0	0.1	-2	-0.1	20	-7	-5	3

Laid out differently: entries from further up
Results follow in this order: NRP1-CendR mod | MT1-MMP act inh | MsrA inh | MsrA act | TbMetRS inhib | FAS-TE inh | PABP1 MLLE inh | E coli Lon inh | SKN-1 inh
- Cc1ccc(C2=NS(=O)(=O)N(C)C(C(=O)NCc3cccs3)=C2)cc1
    2 | 5 | 3.5 | -3 | 1.0 | 9 | -2 | -4 | -10
- CC1(C)CC(=O)C2=C(C1)OC(/N=C/N1CCOCC1)=C(C#N)C2c1ccccc1 (stereo not given)
    -9 | 1 | 1.4 | -1 | -0.2 | -8 | -5 | 1 | -12

Filtered by structure: the entries above with sulfur
mol	NRP1-CendR mod	MT1-MMP act inh	MsrA inh	MsrA act	TbMetRS inhib	FAS-TE inh	PABP1 MLLE inh	E coli Lon inh	SKN-1 inh
CC1(C)CC(n2c(=S)[nH]c3ccccc3c2=O)CCO1 (stereo not given)	-17	3	0.1	0	-0.6	-3	-51	-3	11
Cc1cccn2c(=O)c(/C=C(\C#N)S(=O)(=O)c3ccccc3)c(Oc3ccc(Cl)cc3)nc12	-4	-11	0.4	1	0.3	17	1	-5	4
Cc1ccc(C2=NS(=O)(=O)N(C)C(C(=O)NCc3cccs3)=C2)cc1	2	5	3.5	-3	1.0	9	-2	-4	-10
CCOC(=O)CSc1nnc(-c2cccc(Cl)c2)n1CC	-5	1	0.0	-3	0.0	-2	12	9	-1

(more compounds)
Short keys – A = NRP1-CendR mod; B = MT1-MMP act inh; C = MsrA inh; D = MsrA act; E = TbMetRS inhib; F = FAS-TE inh; G = PABP1 MLLE inh; H = E coli Lon inh; I = SKN-1 inh
> COC(=O)Cc1[nH]nc2c1C(c1cccc(OC)c1OC)C(C#N)=C(N)O2 (stereo not given)
  A: -1 | B: -1 | C: -0.9 | D: 1 | E: -1.3 | F: -2 | G: 13 | H: 3 | I: 8
> COC(=O)c1cnc(NC(=O)C2(C)CCCN(C(C)=O)C2)s1 (stereo not given)
  A: 6 | B: 3 | C: -0.4 | D: 2 | E: -0.1 | F: -6 | G: -6 | H: -16 | I: -2
> O=C(Cc1cc(=O)[nH]c(=O)[nH]1)NCCN1CCOCC1
  A: 0 | B: 2 | C: 1.0 | D: -8 | E: -0.8 | F: -8 | G: 14 | H: -1 | I: 7
> CCN1CCN(C(c2ccccc2F)c2nnnn2Cc2ccc3c(c2)OCO3)CC1 (stereo not given)
  A: 12 | B: -6 | C: -2.0 | D: -2 | E: -1.0 | F: -9 | G: -9 | H: 2 | I: -12
> N=c1n(CCO)c2ccccc2n1CCOc1ccccc1
  A: 2 | B: 0 | C: 0.4 | D: -11 | E: -1.1 | F: -14 | G: -7 | H: 3 | I: -10
> COc1ccc(S(=O)(=O)N2CCCC2)cc1C(=O)O
  A: 0 | B: 2 | C: -1.2 | D: -1 | E: -1.5 | F: -6 | G: -9 | H: 6 | I: 1
> Cn1c(SCC(=O)Nc2nccs2)nnc1-c1ccco1
  A: -4 | B: 3 | C: 1.0 | D: -2 | E: -0.8 | F: 5 | G: -9 | H: 2 | I: -7
> CC12CCC(C(=O)N/N=C/c3ccc(O)cc3O)(OC1=O)C2(C)C (stereo not given)
  A: -4 | B: -4 | C: 3.3 | D: -2 | E: -0.9 | F: -3 | G: 3 | H: -2 | I: -7
> Cc1cc(C)nc(NC(=O)NS(=O)(=O)N2CCCCCC2)n1
  A: -3 | B: -1 | C: -1.4 | D: -2 | E: -0.2 | F: -5 | G: -4 | H: -1 | I: 20
> Cc1ccc2cc(C)c(SCC(=O)Nc3cc(C)on3)nc2c1
  A: 2 | B: 2 | C: 0.1 | D: -2 | E: -0.8 | F: 0 | G: -14 | H: -10 | I: 5
> CC(C)NC[C@@H](O)COc1ccc(CC(N)=O)cc1
  A: -1 | B: 2 | C: -0.7 | D: 0 | E: -0.8 | F: -4 | G: 5 | H: · | I: 1
> c1ccc(C2(Cn3ccc4ccccc43)OCCO2)cc1
  A: -3 | B: -6 | C: -0.5 | D: -1 | E: 0.2 | F: 4 | G: 38 | H: 25* | I: 44*
> Cc1cc(C)c(C(=O)Nc2ccc3c(c2)OCCO3)c(C)c1
  A: -8 | B: 3 | C: 0.4 | D: -5 | E: -0.3 | F: -5 | G: 3 | H: 2 | I: 15
> COc1ccc(-c2nc(SCc3ccccc3)n(C(=O)c3ccco3)n2)cc1
  A: 7 | B: -1 | C: 0.5 | D: -3 | E: -0.3 | F: 27 | G: 9 | H: -2 | I: 8
> O=C(O)C1(c2ccccc2)CCN(S(=O)(=O)c2cccs2)CC1
  A: -8 | B: -2 | C: -0.2 | D: -3 | E: -0.2 | F: -4 | G: 0 | H: -5 | I: -3
> COC(=O)[C@@H](C)NC(=O)c1ccc2oc(CCc3ccccc3)nc2c1
  A: 7 | B: 1 | C: 0.1 | D: -3 | E: -0.2 | F: -3 | G: -1 | H: 7 | I: 17

Compound profiles, as listed above.
N=c1n(CCO)c2ccccc2n1CCOc1ccccc1 in the list: NRP1-CendR mod: 2; MT1-MMP act inh: 0; MsrA inh: 0.4; MsrA act: -11; TbMetRS inhib: -1.1; FAS-TE inh: -14; PABP1 MLLE inh: -7; E coli Lon inh: 3; SKN-1 inh: -10
Cn1c(SCC(=O)Nc2nccs2)nnc1-c1ccco1 in the list: NRP1-CendR mod: -4; MT1-MMP act inh: 3; MsrA inh: 1.0; MsrA act: -2; TbMetRS inhib: -0.8; FAS-TE inh: 5; PABP1 MLLE inh: -9; E coli Lon inh: 2; SKN-1 inh: -7
CC(C)NC[C@@H](O)COc1ccc(CC(N)=O)cc1 in the list: NRP1-CendR mod: -1; MT1-MMP act inh: 2; MsrA inh: -0.7; MsrA act: 0; TbMetRS inhib: -0.8; FAS-TE inh: -4; PABP1 MLLE inh: 5; E coli Lon inh: ·; SKN-1 inh: 1
